Screens (PubChem)
A-T KAP1 phos: potential ataxia-telangiectasia treatment; […] A-T fibroblasts, KAP-1 phosphorylation AlphaLISA; neocarzinostatin DNA damage 30 min before lysis; Potency, µM (top dose mostly 57.5 µM), for inactives: top-dose activation, usual class: activators; actives 0.19% (n = 320,000); AID 485349; also: potency is read from the fitted curve at half-maximal effect; % of control where 0% means no effect; nearly all actives have a fitted effect of over 45% in size
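ATM-like activity read as KAP-1 phosphorylation via AlphaLISA donor/acceptor antibody pairs after lysis and 6 hr at 25C. Cells were ATM-null patient fibroblasts ([…], hTERT), dosed 60 min, then exposed to the DSB inducer NCS for 30 min.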
BRCA1 expr up: BRCA1 expression activation; AID 624202; Potency, µM (titrated, usually from 46.1 µM), for the others: at the highest dose activation, most hits filed as activators; actives 1.1% (n = 380,000); MCF7-BRCA1-FFLuc reporter, luminescence, 48 h; response scale: scaled: vehicle 0%, 10 µM genistein 100%; also: potency is read from the fitted curve at half-maximal effect; nearly all actives have a fitted effect of over 80% in size; some results filed as inactive show a strong effect at the top dose
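First, MCF7-BRCA1-FFLuc cells (2000/well) attach for 2 h; next, compounds are pin-added and incubated 48 h at 37 °C; finally, luciferase reagent is added and luminescence read after 15 min.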
B2AR arrestin: beta2AR (human) beta-arrestin recruitment activity; P07550; actives 0.02% (n = 330,000); Potency, µM (titrated, usually from 46.1 µM), for the others: at the highest dose activation, hits mostly activators; AID 492947; beta-arrestin recruitment to beta2AR, cell-based reporter;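 also: potency is read from the fitted curve at half-maximal effect; 0% = DMSO controls and full agonism = EC100 isoproterenol or metaproterenol; nearly all actives have a fitted effect of over 65% in size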
Target sequence (P07550 whole entry, looked up): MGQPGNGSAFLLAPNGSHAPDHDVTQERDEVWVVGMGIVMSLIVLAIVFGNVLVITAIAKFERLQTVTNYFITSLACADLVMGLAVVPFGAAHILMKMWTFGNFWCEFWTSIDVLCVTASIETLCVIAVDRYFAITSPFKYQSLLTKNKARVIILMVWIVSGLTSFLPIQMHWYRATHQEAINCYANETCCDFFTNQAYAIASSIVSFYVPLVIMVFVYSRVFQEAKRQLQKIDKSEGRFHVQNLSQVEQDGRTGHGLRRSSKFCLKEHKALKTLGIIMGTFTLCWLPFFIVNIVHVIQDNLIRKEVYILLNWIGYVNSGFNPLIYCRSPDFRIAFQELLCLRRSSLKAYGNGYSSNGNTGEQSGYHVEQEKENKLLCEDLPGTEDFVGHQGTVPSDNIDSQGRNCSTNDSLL
PTAP TSG101 blk: blocks PTAP/TSG101 interaction to inhibit HIV-1 budding; Fluorescence polarization, FITC-PTAP peptide / Tsg101 binding; Potency, µM (top dose mostly 115 µM), for inactives: at the highest dose activity change, negative = inhibition, usual class: inhibitors; 340,000 tested, under 10 active; AID 493005; active = well fitted inhibition curve with a large enough effect in the main read-out, with a control signal flat, not every such curve was filed as active; inconclusive = small, poorly fitted or top-dose-only effect, or effect the other way, or a change in a side signal; inactive = no such curve, though single readings can be large or run the other way; also: potency is read from the fitted curve at half-maximal effect; % of control where 0% means no effect
Target sequence (Q99816 whole entry, looked up): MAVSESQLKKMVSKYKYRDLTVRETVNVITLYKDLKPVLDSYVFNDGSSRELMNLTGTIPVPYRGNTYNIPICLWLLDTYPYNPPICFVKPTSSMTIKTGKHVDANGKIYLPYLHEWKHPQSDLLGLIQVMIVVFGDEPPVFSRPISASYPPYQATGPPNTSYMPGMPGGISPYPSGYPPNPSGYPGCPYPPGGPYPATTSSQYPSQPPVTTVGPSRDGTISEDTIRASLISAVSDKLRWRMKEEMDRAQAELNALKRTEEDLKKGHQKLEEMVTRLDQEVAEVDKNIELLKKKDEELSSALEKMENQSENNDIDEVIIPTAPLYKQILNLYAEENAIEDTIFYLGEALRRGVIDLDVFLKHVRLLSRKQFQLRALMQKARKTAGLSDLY
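Compounds were pin-transferred onto Tsg101 binding domain (10 uM final) in HEPES pH 7.5 buffer, then FITC-PTAP peptide was added at 50 nM final. After 20 min at RT, polarization reported peptide displacement across a qHTS concentration series.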
CXXC DNA block: inhibitors of human MLL CXXC domain-DNA interaction | Potency, µM (doses to about 115 µM), for inactives: at the top dose activity change, negative = inhibition, actives largely listed as inhibitors | Q03164 | actives 0.037% (n = 290,000) | MLL-CXXC / FITC-HOXA9 DNA fluorescence polarization | AID 2662; active = well fitted inhibition curve with a large enough effect in the polarisation, with a control signal flat, not every such curve was filed as active; inconclusive = small, poorly fitted or top-dose-only effect, or effect the other way, or a change in a side signal; inactive = no such curve, though single readings can be large or run the other way; the % refers to the polarisation; also: potency is read from the fitted curve at half-maximal effect
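Steps: dispense CXXC domain solution (7 uM) → pin compounds or unlabeled HOX-A9 DNA control → 5 min ambient → add FLSN-HOX-A9 solution (50 nM) → spin → 30 min ambient → fluorescence polarization. Tris pH 7.5/NaCl/DTT/BSA buffer.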
p53 reactivator: mutant p53 re-activation in reporter cells | H1299 p53-A138V BP100-luciferase reporter, luminescence, 24 h | Potency, µM (doses to about 92.2 µM), for the others: top-dose activity change, positive = activation, actives largely listed as activators | actives 0.063% (n = 320,000) | AID 504706; also: potency is read from the fitted curve at half-maximal effect; % of control where 0% means no effect; nearly all actives have a fitted effect of over 45% in size
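H1299 (p53-null), stable ts p53-A138V + BP100-Luc; 1000 cells/well, Opti-MEM/10% FBS; cpd 4 pt, 1:5; 24 h, 37 deg C, 5% CO2; detection reagent 10 min RT; luminescence.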
TCR activator: activates T cell receptor signaling | Potency, µM (doses to about 9.22 µM), without a hit: at the highest dose activation of IL-2 secretion, hits mostly activators | 330,000 tested, under 10 active | primary human leukocytes, anti-CD3, IL-2 HTRF, 48 h | AID 504894; also: % of control where 0% means no effect
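Using a-CD3 beads without co-stimulation, primary human leukocytes were exposed to compounds for 48 hr. An HTRF IL-2 kit measured the cytokine, with europium-to-d2 energy transfer producing emission at 665nm upon 320nm excitation.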
TRPV1 ag: activates the human vanilloid receptor TRPV1 | Q8NER1 | TRPV1-expressing cells, Fluo-8 calcium influx, agonist mode | activation, % at 8.33 µM | actives 0.19% (n = 320,000) | AID 540275; in the data active = activation above about 80%; inconclusive = between about 30% and that limit; also: 0% is about no effect
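Fluo-8 calcium influx in TRPV1-expressing cells, kinetic read (ex 480/em 520 nm). Compound added and read 3 min for agonist activity, followed by capsaicin at EC20 final and 2 min further read for enhancement.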
Integrin act MD: activators of alpha7 integrin expression for muscular dystrophy. alpha7betagal myoblasts, beta-gal FDG fluorescence, 48 h. Potency, µM (titrated, usually from 38.3 µM), inactives show top-dose activation, hits mostly activators. actives 0.064% (n = 350,000). AID 624291;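 also: potency is read from the fitted curve at half-maximal effect; 100% = response of the positive control SU9516; nearly all actives have a fitted effect of over 60% in size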
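Alpha7betagal+/- myoblasts (passage 13) were plated 16-24 hr, then exposed to compounds (1:260 dilution of DMSO stock) for 48 hours at 37C. After MPER lysis, β-galactosidase reporter activity was read as FDG fluorescence (ex 480/em 540) after 30 minutes.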
ELG1 repair inh: inhibitors of ELG1-dependent DNA repair in HEK293T cells; HEK293T ELG1-luciferase reporter, luminescence, 16 h; DNA damage induced by 5-fluorouridine; Potency, µM (doses to about 46.1 µM), inactives show at the top dose activity change, negative = inhibition, usual class: inhibitors; actives 2.3% (n = 330,000); AID 504467; also: potency is read from the fitted curve at half-maximal effect; % is scaled to controls: 0 for no effect and ±100 for the full control effect; nearly all actives have a fitted effect of over 55% in size
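Overnight (16 hr) co-exposure of 2,000 cells/well to 5-fluorouridine and compound at 37 °C preceded detection. Luciferase was quantified via ONE-Glo luminescence; loss of signal denotes inhibition.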
* = called active by the depositor; ? = inconclusive; nt = no result given; [ ] = dose if it differs, or a comment. Unless noted, calls follow the shape of the dose curve; as a rule, active = well fitted curve in the direction sought with a large enough effect; inconclusive = small, poorly fitted or top-dose-only effect, or another doubt; inactive = no such curve, though single readings can be large; an effect the other way counts as inactive or inconclusive.

SMILES	A-T KAP1 phos	BRCA1 expr up	B2AR arrestin	PTAP TSG101 blk	CXXC DNA block	p53 reactivator	TCR activator	TRPV1 ag	Integrin act MD	ELG1 repair inh
CCc1ccc(CNC(=O)C2Cc3cc(S(=O)(=O)N4CCCC4)ccc3N2C(C)=O)cc1 (stereo not given)	1%	26%	0.3%	-13%	4%	-3%	-3%	-2	0%	14%
O=C(Cc1ccccc1)c1nnc(-c2ccccc2)o1	0%	8%	0.1%	-3%	3%	1%	7%	-2	3%	-8%
C#CCOCCOCCOCCNc1nc(N2CCN(C(=O)[C@H]([C@@H](C)CC)n3cc([C@@H](N)Cc4ccc(O)cc4)nn3)CC2)nc(N2CCN(C(=O)[C@H](Cc3ccc(O)cc3)n3cc([C@@H](N)C(C)CC)nn3)CC2)n1 (stereo not given in full)	12%	0%	0.3%	-5%	33%[activator]	4%	6%	2	10%	-10%
CC1Sc2ccc(S(=O)(=O)CCC(=O)Nc3ccccn3)cc2NC1=O (stereo not given)	-9%	0%	0.2%	-1%	0%	2%	-1%	-3	-26%	-1%
CS(=O)(=O)c1ccccc1C(=O)Nc1ccc(-c2nc3ccccc3o2)cc1	1%	?	0.6%	2%	?	24%	5%	-2	19%	?
Cc1ccc(NC2=CC(=O)CC(c3ccc(Cl)cc3)C2)cc1 (stereo not given)	-3%	-17%	0.1%	4%	22%	0%	2%[46.1 µM]	24	-12%	5%
COc1cc(C(=O)NC2CCN(Cc3ccccc3)CC2)cc(Cl)c1OC(C)C	-3%	-36%	-0.3%	-4%	-1%	-4%	-7%	5	-59%[inhibitor]	-13%
CN(C)S(=O)(=O)c1cccc(NC(=O)C(c2ccccc2)c2ccccc2)c1	-1%	-28%	0.1%	0%	1%	-1%	-1%	3	-51%[inhibitor]	-4%
CC(C)(C)OC(=O)[C@H](Cc1ccccc1)NC(=O)c1nc[nH]c1C(=O)N1CCc2ccccc2C1	8%	-20%	-1.1%	-2%	-13%	nt	3%	11	0%	-22%
CCOC(=O)CSC(CC)C(=O)Nc1nnc(C(C)C)s1 (stereo not given)	-3%	17%	0.0%	-1%	16%	1%	-9%[46.1 µM]	0	-3%	-1%
O=S(=O)(Nc1ccc(-c2ccccc2)cc1)c1ccccc1	nt	-14%	nt	0%	nt	nt	3%	nt	24%	nt
O=C1CC(N2CCN(c3ccccc3Cl)CC2)C(=O)N1c1cccc(F)c1 (stereo not given)	8%	-29%	-0.1%	-2%	-1%	-14%	-6%	7	0%	-8%
COc1ccc(C(=O)NNC(=O)CSc2nc(C(C)C)nc3ccccc23)cc1	0%	-20%	0.4%	0%	-3%	1%	-1%	1	-34%	-3%
CCCCCC(=O)NC(=S)Nc1ccc(N2CCOCC2)cc1	-1%	32%	-0.9%	0%	9%	-5%	-1%[46.1 µM]	-6	-5%	-7%
Cc1cc(C)cc(NC(=O)C/C(N)=N/O)c1	2%	5%	3.2%	-3%	5%	3%	0%	-1	-5%	-2%
Cc1cc(C)n2nc(SCC(=O)Nc3c(C)n(C)n(-c4ccccc4)c3=O)nc2n1	nt	1%	0.4%	-1%	2%	-28%	2%	0	5%	2%
Cc1ccccc1CSc1nccn1-c1ccccc1	3%	-13%	0.0%	0%	-5%	1%	4%	-4	26%	?
COc1ccc(CCN(C)CC(=O)Nc2c(C)cc(C)cc2C)cc1OC	2%	10%	-0.2%	-2%	0%	nt	2%	12	10%	-5%
CCc1ccccc1NC(=O)NC1CC2CCC(C1)N2Cc1ccco1 (stereo not given)	-7%	-4%	-1.2%	-2%	-12%	1%	1%	-3	-6%	3%
CC(C)CN1C(=O)/C(=C/c2c(N3CCc4ccccc4C3)nc3ccccn3c2=O)SC1=S	-8%	nt	0.0%	nt	-5%	10%	nt	9	nt	0%
COc1ccc(N2CCN(C(=O)CCCn3c(=O)[nH]c4cc(Cl)ccc4c3=O)CC2)cc1	3%	-39%	-0.1%	-4%	-7%	-1%	nt	2	-38%	?
Cc1cccc(NC(=S)NCC(c2cccnc2)N2CCOCC2)c1 (stereo not given)	-1%	-76%	-0.6%	-3%	0%	-14%	2%[46.1 µM]	-4	-13%	5%
COCCNC(=O)CSc1nccn1Cc1ccc2c(c1)OCO2	18%	-8%	-0.4%	-4%	5%	8%	nt	2	-7%	2%
Cc1cc(C(=O)OCC(=O)N2CC(=O)Nc3ccccc32)c(C)n1-c1ccc(F)cc1	-13%	-79%	2.8%	-8%	9%	-3%	-3%[46.1 µM]	-1	20%	?
Cc1ccc(NC(=O)CSCC(=O)NNC(=O)c2ccoc2C)cc1	9%	-5%	-0.2%	-1%	nt	9%	2%	-1	0%	?
SMILES	A-T KAP1 phos	BRCA1 expr up	B2AR arrestin	PTAP TSG101 blk	CXXC DNA block	p53 reactivator	TCR activator	TRPV1 ag	Integrin act MD	ELG1 repair inh
CC1CC(=O)c2cnc(Nc3ccccc3)nc2C1 (stereo not given)	0%	93%	-0.2%	-10%	-5%	?	-5%	15	-5%	?
CCC(=O)c1ccc(OCCSc2ncccn2)cc1	13%	?	-0.5%	0%	3%	17%	3%	3	-6%	?
O=c1c2ccccc2nc(SCc2cccc(F)c2)n1-c1cccc(S(=O)(=O)N2CCCC2)c1	4%	-23%	-0.3%	-2%	4%	-3%	3%[46.1 µM]	0	-36%	-27%
COCCN(C(=O)c1ccc(N2CCCC2=O)cc1)c1c(N)n(CC(C)C)c(=O)[nH]c1=O	8%	-11%	0.2%	-8%	nt	-2%	3%	1	19%	14%
O=C(Nc1cccc2ccccc12)c1ccc([N+](=O)[O-])s1	3%	-81%[inhibitor]	-0.4%	-2%	2%	-12%	5%[46.1 µM]	?	-62%[inhibitor]	16µM*
Cc1nn(Cc2ccccc2Cl)c(C)c1NC(=O)c1nc2ncccn2n1	0%	9%	-0.9%	-3%	-3%	?	-1%[46.1 µM]	-1	18%	-1%
COC(=O)c1ccc(C(NC(=O)OCc2ccccc2)/C(F)=C/[C@@H](C)C(=O)NCc2ccc(-c3ccccc3)cc2)cc1 (stereo not given in full)	8%	-4%	-1.8%	nt	15%	-3%	-2%	3	14%	25%
CCOC(=O)C(CCCCCOc1ccccc1[N+](=O)[O-])C(=O)OCC	7%	16%	-0.1%	1%	1%	-3%	-3%[46.1 µM]	12	-3%	-9%
COc1cc(-n2c(=O)c3ccccc3n(Cc3cccnc3)c2=O)cc(OC)c1OC	nt	13%	nt	1%	nt	nt	4%	nt	19%	nt
Cc1oc2c(CN3CCCC3)c(O)ccc2c(=O)c1-c1ccccc1	-4%	-6%	-0.3%	-6%	-1%	5%	-7%	1	-2%[7.66 µM]	8%
O=C1c2ccccc2C(=O)N1CCCSc1nc2ccccc2o1	3%	10%	0.0%	-3%	3%	-3%	-1%	?	-13%	2%
Cc1ccc(OCC(=O)Nc2cc(S(=O)(=O)N3CCCCC3)ccc2N2CCN(C)CC2)c(C)c1	30%	-60%	0.0%	-1%	nt	17%	-2%	13	-43%	?
COc1ccc(CC(=O)NCc2ccccc2)cc1S(=O)(=O)N1CCOCC1	1%	2%	-0.1%	1%	-1%	0%	2%	-1	-16%[7.66 µM]	-7%
O/N=C(/c1ccccc1)c1cc2cc(Br)cc(Br)c2o1	7%	2%	0.1%	-1%	13%	5%	3%	4	13%	-6%
CCOC(=O)[C@@H]1[C@H]2COc3cc(OC)ccc3[C@H]2N2C(=O)N(c3ccccc3)C(=O)[C@]12C	-2%	-6%	0.2%	1%	nt	-4%	9%	nt	-8%	-13%
Cc1ccc(OCC(O)CN2CC3(C)CC2CC(C)(C)C3)cc1 (stereo not given)	3%	-27%	0.1%	-4%	12%	-4%	-10%[46.1 µM]	5	-17%	4%
Cc1ccccc1CN(C)CC(=O)Nc1cccc(S(=O)(=O)N(C)c2ccccc2)c1	2%	-48%	-0.2%	1%	22%	0%	4%	22	17%	?
Cc1cccc(N(C(=O)Cn2nnc3ccccc32)C(C(=O)NCc2ccco2)c2ccncc2)c1 (stereo not given)	0%	-8%	0.3%	-1%	-6%	-4%	2%	-2	15%	16%
Cc1[nH]c(=O)[nH]c(=O)c1CSc1nnc([C@H](CC(C)C)NC(=O)OC(C)(C)C)o1	nt	12%	-0.1%	-1%	-6%	-25%	-2%	-3	5%	-2%
COc1ccc(CCN(C)S(=O)(=O)c2cn(C)c(=O)n(C)c2=O)cc1OC	19%	6%	-0.3%	0%	nt	-2%	1%	-5	18%	24%
CC(C)(C)C(=O)Nc1cccc(C(=O)c2cccc(NC(=O)C(C)(C)C)c2)c1	nt	-9%	0.1%	-2%	-23%	-3%	8%	-3	3%	?
COc1ccc(OC)c(Nc2nc(-c3cccs3)cs2)c1	0%	-35%	0.0%	-4%	2%	?	nt	5	-28%	27%
COc1ccc(-c2cc3cc(OC)c(OC)cc3cn2)cc1	-2%	16%	0.3%	0%	nt	-3%	2%	nt	17%	?
